ER stress death: ER stress cell death inhibition. CSM14.1 thapsigargin ER stress survival, ATP luminescence. 48,000 tested, 0.33% active. relative survival (cellular ATP), % at 15 µg/mL (by protocol);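 active = survival measured by cellular ATP above 50% at 15 µg/ml in the first screen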;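 also: cell death triggered by about 15 µM thapsigargin; ATP read 24 h after thapsigargin was added; plate controls were thapsigargin with DMSO for no effect and DMSO without thapsigargin for full effect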
An asterisk follows results filed as active.

SMILES | ER stress death
CCOc1ccc(N(CC(=O)N2CCOCC2)S(C)(=O)=O)cc1 | 1
Cc1ccc(S(=O)(=O)NCCCNc2ccc([N+](=O)[O-])cc2)cc1 | 7
Cc1cc(OCC(=O)Nc2cccc(I)c2)cc(C)c1Cl | 4
CCC(C)c1ccc(NC(=O)c2cc(C(=O)OC)cc([N+](=O)[O-])c2)cc1 (stereo not drawn) | 6
CCCOC(=O)c1ccc(NC(=O)c2cccc3ccccc23)cc1 | -2
COc1ccc(N=Cc2cccs2)cc1 | 33
O=C(Nc1ccccc1C(=O)NCCc1ccccc1)c1ccco1 | -1
COc1ccc(-c2cc(C(=O)Nc3c(C)cc(C)cc3C)c3ccccc3n2)cc1OC | -1
CCN=C(Nc1ccc2c(c1)OCO2)SC1CC(=O)N(c2cccc(Cl)c2)C1=O (stereo not drawn) | -4
COC(=O)C1(C(=O)OC)C(c2ccccc2)C1(C(=O)OC)C(=O)OC | 0
C=CCN1C(=O)/C(=C\c2ccc(-c3ccccc3)o2)SC1=S | 8
Cc1c(/C=C/c2nc3ccccc3c(=O)n2-c2ccc([N+](=O)[O-])cc2)c2ccccc2n1C | 9
COc1ccc(C2/C(=C(/O)c3ccccc3)C(=O)C(=O)N2c2cccc(Br)c2)cc1OC (stereo not drawn) | -4
NNC(=O)c1cc(-c2cccc3ccccc23)n[nH]1 | -3
Cc1cc(C)c2c(N)c(C(=O)c3ccc(Br)cc3)sc2n1 | 5
O=[N+]([O-])c1ccc(N2CCCCC2)c(Cl)c1N1CCCCC1 | 8
O=[N+]([O-])c1cc(S(=O)(=O)Nc2cc(Cl)ccc2Cl)ccc1Cl | -2
CC(C)(C)c1cc(CO)c(O)c(C(C)(C)C)c1 | 21
Oc1ccc2ccccc2c1C1NN=C(c2ccccc2)S1 (stereo not drawn) | 1
COc1ccc(C2CC(=O)C3=C(C2)Nc2ccccc2NC3c2ccc(Cl)c(Cl)c2)cc1OC (stereo not drawn) | 12
CC(=O)NS(=O)(=O)c1ccc(NC(=O)/C=C/c2ccc(C(C)(C)C)cc2)cc1 | -5
COc1ccc(C=Nc2ccccc2Cl)c2ccccc12 | 0
Cc1ccc2nsnc2c1NC(=O)COc1ccccc1[N+](=O)[O-] | 16
CCNc1cc(Nc2ccccc2)c2c3c(onc13)-c1ccccc1C2=O | -6
COc1cc(OC)cc(C(=O)N2CCN(CCCc3ccccc3)CC2)c1 | -3
SMILES | ER stress death
CC(Oc1cc2oc(=O)c3c(c2cc1Cl)CCCC3)C(=O)c1ccccc1 (stereo not drawn) | -2
O=C1/C(=C/c2ccccc2C(F)(F)F)SC(=S)N1c1ccccc1 | 4
CC(C)CCNC(=O)c1cc([N+](=O)[O-])ccc1Cl | 6
COc1ccc(-c2cccc(=O)o2)cc1 | -1
CCCC(=O)Nc1c(C)ccc2nsnc12 | 3
Cc1ccc(Cl)cc1N(Cc1ccc(C(=O)N2CCCC2)cc1)S(=O)(=O)c1ccccc1 | 6
Cc1cccc(Cl)c1OCCOCCNCCO | -6
O=C(Nc1ccc(S(=O)(=O)N2CCCCC2)cc1)c1ccccc1Cl | 7
CCOC(=O)c1sc(NC(=O)/C=C/c2ccc3c(c2)OCO3)c(C(=O)OCC)c1C | 4
O=[N+]([O-])c1cc(Cl)ccc1N1CCN(S(=O)(=O)c2ccccc2)CC1 | -1
O=C(N/N=C\c1ccccc1Cl)c1cncc(Br)c1 | 0
O=C(/C=C/c1ccc(Cl)cc1)Nc1ccc(-c2nc3ncccc3o2)cc1 | 0
CCC(=O)N1c2ccccc2NC2=C(C(=O)CC(c3ccccc3)C2)C1c1ccc([N+](=O)[O-])cc1 (stereo not drawn) | 1
O=C(O)c1cccc(NC(=O)c2cccc(F)c2)c1 | 11
Cc1cccc(N=C2NC(=O)CS2)c1 | 22
Cc1ccc(S(=O)(=O)N2CCCC2C(=O)N2CCCCC2)cc1 (stereo not drawn) | -3
COc1ccc(Cl)cc1NC(=O)Cc1ccccc1 | 6
O=C(COc1ccc2c(-c3ccccc3)cc(=O)oc2c1)OCc1ccccc1 | -1
COc1ccc(Br)cc1C(=O)Nc1c(C)ccc2nsnc12 | 8
O=C(COc1ccc2c(c1)oc(=O)c1ccccc12)OCc1ccccc1 | 3
Cc1ccc(/C=C(\C#N)c2nn(-c3ccccc3)c(N)c2C#N)cc1 | 2
COc1ccc(/C=C2\C(=O)N(c3nc(-c4ccc(C)cc4)cs3)N=C2C)cc1 | 18
O=C(NCC1CCCO1)/C(=C/c1cccc(Oc2ccccc2)c1)NC(=O)c1ccccc1 (stereo not drawn) | -1
CCOC(=O)c1c(NC(=O)c2ccc(F)cc2)sc2c1CC(C)(C)OC2 | -2
c1ccc(Oc2nc(-c3cccnc3)nc3ccccc23)cc1 | 2
SMILES | ER stress death
CC(=O)Nc1ccc(Oc2ccccc2)cc1 | 2
O=C1CC(c2ccccc2)CC(O)=C1C=Nc1ccc(Br)cc1 (stereo not drawn) | 12
O=C(Nc1nc(-c2ccccc2)cs1)c1cc2ccccc2oc1=O | 5
C=CCN1C(=O)OC2(CCCCC2)C1(C)O (stereo not drawn) | 2
CCN(CC)CCCNC(=O)Cn1cnc2c1c(=O)n(C)c(=O)n2C | 12
COC(=O)CSc1nc2sc3c(c2c(=O)n1-c1ccc(OC)cc1)CCN(Cc1ccccc1)C3 | 18
Cc1[nH]n(-c2ccccc2)c(=O)c1C(=O)c1ccc([N+](=O)[O-])cc1 | 4
O=C(NCc1ccccc1)c1cc2ncc(Br)cn2n1 | 4
CCCC(=O)Nc1cccc(-c2cc3ccccc3oc2=O)c1 | -3
O=C(O)CN1C(=O)/C(=C\c2cccc(Cl)c2)SC1=S | 12
CCOc1cc(CNCc2cc(OC)cc(OC)c2)ccc1OC | -6
COCCNC(=O)c1ccc(CN(c2ccccc2)S(C)(=O)=O)cc1 | 2
CCOc1ccccc1N(CC(=O)Nc1ccccc1Cl)S(=O)(=O)c1ccccc1 | 8
O=c1/c(=C\c2cccc(OS(=O)(=O)c3cccc([N+](=O)[O-])c3)c2)sc2nc3ccccc3n12 | 0
Cc1cc(C(=O)NC(C)Cc2ccccc2)cc(C)c1N (stereo not drawn) | 4
COc1cc(/C=N/N=C(\N)c2nonc2N)ccc1O | -1
Ic1ccc(N/N=C/c2ccc(N3CCOCC3)cc2)cc1 | 8
CC(C)(C)c1ccc(C=NN2CCN(Cc3ccccc3)CC2)cc1 | 11
O=[N+]([O-])c1ccccc1N1CCCCC1 | 18
Oc1c(N=Nc2cc(C(F)(F)F)ccc2Cl)sc2ccccc12 | 6
CCOc1cc(/C=C2/C=C(c3ccc(OC)cc3)OC2=O)cc(I)c1OC | 12
Cc1ccc(C2Nc3ccccc3C(=O)N2c2ccccc2)cc1 (stereo not drawn) | -2
CCOC(=O)C1=C(O)/C(=C/c2cccc(O)c2)SC1=Nc1ccc([N+](=O)[O-])cc1 | 1
COc1cccc(C2=N/C(=C\N(C)C)C(=O)O2)c1 | 1
Cc1cc(C)cc(N=Cc2ccc(N(C)C)cc2)c1 | 6

Some of the entries above in another layout.
SMILES	ER stress death
COc1cc(/C=N/N=C(\N)c2nonc2N)ccc1O	-1
Ic1ccc(N/N=C/c2ccc(N3CCOCC3)cc2)cc1	8

Following part
SMILES | ER stress death
O=C(NCCO)C(=O)Nc1ccc(Cl)c(C(F)(F)F)c1 | 6
O=C(Nc1ccc(Cl)cc1)NC1CC1 | 9
Cc1cc(C)c(C)c(OCCOCCN2CCN(C)CC2)c1 | -1
O=[N+]([O-])c1cccc(/C=N/Nc2cc(N3CCOCC3)nc(N3CCOCC3)n2)c1 | 9
COc1cc(/C=N/NC(=O)c2ccc([N+](=O)[O-])cc2)ccc1OC(=O)c1sc2ccccc2c1Cl | 17
CCC(=O)Nc1sc2c(c1C(=O)Nc1ccccc1OC)CCC2 | -2
CCOC(=O)c1c(NC(=O)C(Cl)(Cl)Cl)sc2c1CCC2 | 3
COc1ccc(NC(=O)c2ccc(CN3CCc4ccccc4C3)cc2)cc1OC | 0
COc1ccc2nc(NC(=O)c3cc4ccccc4o3)sc2c1 | 2
CCN(CC)c1ccc(C=Nc2cccc([N+](=O)[O-])c2C)c(O)c1 | 4
N#C/C(=C\c1ccc(-c2ccc(Br)cc2)o1)c1nc2ccccc2[nH]1 | -5
C(=N\Nc1ccccc1)/c1ccc(N2CCOCC2)cc1 | -2
COC(=O)C1=C(C)N(CCc2ccc(OC)c(OC)c2)C(=O)/C1=C\c1ccc(O)cc1 | -3
NNC(=O)/C(=C\c1ccco1)NC(=O)c1ccco1 | -1
CCN(CC)C(=O)c1sc(NC(=O)/C=C/C(=O)O)c(C(=O)OC)c1C | 2
COc1cccc(CN2CCN(Cc3ccco3)CC2)c1 | -1
O=C(Cc1ccc(Br)cc1)NCc1ccccc1 | 4
CN1C2=NC(=O)/C(=C/c3ccccc3[N+](=O)[O-])N2c2ccccc21 | 6
COc1ccc(NC(=O)c2c(Cl)ccc(Cl)c2OC)c(OC)c1 | 7
CCN(CC)c1ccc(NC(=O)c2ccc(Br)o2)cc1 | -15
COc1cc(OC)cc(C(=O)NNC(=O)c2ccccc2OC)c1 | 2
O=C(CSc1nnnn1-c1ccccc1)Nc1ccc(C(=O)O)cc1 | -4
Cc1ccccc1CNC(=O)c1ccc(CN(c2ccccc2)S(C)(=O)=O)cc1 | 1
Cc1cccc(OCC(=O)Nc2cccc(I)c2)c1 | -4
O=C(Nc1ccc(OC(F)(F)F)cc1)c1cc(I)ccc1Cl | 3

4 compounds from above, sorted by molecular weight, lowest first.
SMILES | ER stress death
O=C(Nc1ccc(Cl)cc1)NC1CC1 | 9
COc1ccc(NC(=O)c2c(Cl)ccc(Cl)c2OC)c(OC)c1 | 7
Cc1cccc(OCC(=O)Nc2cccc(I)c2)c1 | -4
COC(=O)C1=C(C)N(CCc2ccc(OC)c(OC)c2)C(=O)/C1=C\c1ccc(O)cc1 | -3

Reformatted as labelled records: entries from further up.
> COc1ccc2nc(NC(=O)c3cc4ccccc4o3)sc2c1
  ER stress death: 2
> CCN(CC)c1ccc(C=Nc2cccc([N+](=O)[O-])c2C)c(O)c1
  ER stress death: 4
> N#C/C(=C\c1ccc(-c2ccc(Br)cc2)o1)c1nc2ccccc2[nH]1
  ER stress death: -5
> C(=N\Nc1ccccc1)/c1ccc(N2CCOCC2)cc1
  ER stress death: -2

(cont.)
SMILES | ER stress death
COC(=O)c1ccc(CN2CCN(CCN3C(=O)c4cccc5cccc(c45)C3=O)CC2)cc1 | 10
COc1ccc(C2C(C(=O)/C=C/c3ccccc3)=C(O)C(=O)N2CCCCCC(=O)O)cc1 (stereo not drawn) | -3
COc1ccccc1/C=N/NC(=O)c1cc(-c2ccc(Cl)cc2)n[nH]1 | 5
Cc1ccc(/C=C2\C(=O)NC(=O)N(c3ccc(Cl)cc3)C2=O)cc1[N+](=O)[O-] | -3
CC(=O)Oc1cc(C)cc2oc(=O)c(Cc3ccccc3)c(C)c12 | 9
CCc1nccn1S(=O)(=O)c1cc(Cl)ccc1Br | 8
COc1ccccc1C(=O)Nc1ccc(-c2csc(-c3ccccc3)n2)cc1 | 16
COc1ccc(/C=N/Nc2nc(N3CCOCC3)nc(N3CCOCC3)n2)cc1 | 7
O=C1c2[nH]nc(-c3ccccc3)c2C(c2ccccc2F)N1c1ccccc1 (stereo not drawn) | 4
COC(=O)c1c(C)oc2ccc(OC(=O)c3cccc([N+](=O)[O-])c3)cc12 | 1
CC1CCN(c2ccc(/C=N/N=C3\NC(=O)CS3)cc2[N+](=O)[O-])CC1 | 9
Cc1cc(C)n2c(SCc3ccc(Cl)cc3Cl)nnc2n1 | 9
CCOc1ccc(NC2=C(Cl)C(=O)N(c3cccc(Cl)c3Cl)C2=O)cc1 | 7
COc1ccc(CNC(=S)Nc2cccc(C(F)(F)F)c2)cc1 | -2
Cc1ccc(-c2csc(NC(=O)c3sc4cc(C)ccc4c3Cl)n2)cc1 | 7
C=CCN(CC=C)C(=O)c1ccccc1 | 5
CCOC(=O)c1ccc[n+](CC(=O)c2cc3ccccc3oc2=O)c1 | -2
Clc1cccc(/C=N\N2CCN(c3ccccc3)CC2)c1Cl | -1
CCN(c1ccccc1)S(=O)(=O)c1cc(Cl)ccc1Cl | 6
COC(=O)C1=C(C)N=c2s/c(=C/C=C/c3ccccc3)c(=O)n2C1c1ccccc1 (stereo not drawn) | 16
COc1ccc(NC(=O)c2cccc(F)c2)cc1Cl | 13
O=C(NCc1ccco1)Nc1ccc(Br)cc1 | -3
COC(=O)C1=C(C)NC2=C(C(=O)CC(c3ccc(OC)c(OC)c3)C2)C1c1ccc(OC)c(OC)c1 (stereo not drawn) | 9
O=C(Cc1ccc(Cl)cc1)NCc1ccco1 | 9
O=C(Nc1ccc(Cl)cc1)Nc1nnc(-c2cccc([N+](=O)[O-])c2)s1 | 8
SMILES | ER stress death
CC(C)COc1ccc(C(=O)N2c3ccccc3CC2C)cc1 (stereo not drawn) | 2
Clc1cccc(OCCCCCCN2CCOCC2)c1 | -4
CCOc1ccc(C(=O)Nc2ccc(C)cc2[N+](=O)[O-])cc1Cl | 2
COC(=O)c1c(NC(=O)COc2ccc(-c3ccc(C)cc3)cc2)sc2c1C(C(=O)OC)CC2 (stereo not drawn) | 6
COc1ccc(NC(=O)C2CC2)c2ncccc12 | -5
COc1ccccc1C(=O)N/N=C(\C)c1cccnc1 | 5
CCOC(=O)c1c(N/C=C(\C=O)c2nc3cc(Cl)ccc3o2)sc2c1CCCC2 | 18
COc1ccccc1NC(=O)C1=C(C)NC(SCC(=O)Nc2ccc(Br)cc2)=C(C#N)C1c1ccco1 (stereo not drawn) | 4
COc1cc([N+](=O)[O-])ccc1-c1ccc(/C=C2\C(=O)NC(=O)N(c3ccc(C)c(C)c3)C2=O)o1 | -2
Cc1ccc(S(=O)(=O)Oc2ccc(Br)cc2/C=C2\SC(N)=NC2=O)cc1 | -3
COC(=O)COc1ccc2c(-c3ccccc3)cc(=O)oc2c1C | 0

Some of the compounds tested; count on the stated rates, not on these rows.
